Assay outcomes (PubChem BioAssay)
ROMK primary – modulates human ROMK potassium channel activity | AID 1918 | 130,000 compounds, 2% hits | Tet-inducible ROMK, thallium flux fluorescence; actives lie on both sides | B-score at 10 µM | P48048;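 active means signal ratio slope over the read window, or its plate-corrected B-score, at least 3 SD from the plate mean, either direction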;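 further: B-score of the F/F0 ratio slope over 7 to 12 s after thallium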
PPARg SRC-2 ag – PPARgamma-driven SRC-2 recruitment agonism; 200,000 compounds, 0.34% hits; AID 1032; PPARgamma LBD-SRC-2 recruitment, biochemical; activation, % at 8 µM; in the data active means activation above about 22%;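 further: 0% = vehicle and 100% = reference agonist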
TLR4 MyD88 comp – TLR4-MyD88 interaction inhibition in cells; HeLa CL3-4 TLR4/MyD88 BLA complementation, FRET ratio; inhibition, % at 8.4 µM; 200,000 compounds, 0.18% hits; O00206+Q99836; AID 861; in the data active means inhibition above about 25%;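 further: 0% = vehicle and 100% = reference inhibitor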
Target sequence (O00206 whole entry, looked up): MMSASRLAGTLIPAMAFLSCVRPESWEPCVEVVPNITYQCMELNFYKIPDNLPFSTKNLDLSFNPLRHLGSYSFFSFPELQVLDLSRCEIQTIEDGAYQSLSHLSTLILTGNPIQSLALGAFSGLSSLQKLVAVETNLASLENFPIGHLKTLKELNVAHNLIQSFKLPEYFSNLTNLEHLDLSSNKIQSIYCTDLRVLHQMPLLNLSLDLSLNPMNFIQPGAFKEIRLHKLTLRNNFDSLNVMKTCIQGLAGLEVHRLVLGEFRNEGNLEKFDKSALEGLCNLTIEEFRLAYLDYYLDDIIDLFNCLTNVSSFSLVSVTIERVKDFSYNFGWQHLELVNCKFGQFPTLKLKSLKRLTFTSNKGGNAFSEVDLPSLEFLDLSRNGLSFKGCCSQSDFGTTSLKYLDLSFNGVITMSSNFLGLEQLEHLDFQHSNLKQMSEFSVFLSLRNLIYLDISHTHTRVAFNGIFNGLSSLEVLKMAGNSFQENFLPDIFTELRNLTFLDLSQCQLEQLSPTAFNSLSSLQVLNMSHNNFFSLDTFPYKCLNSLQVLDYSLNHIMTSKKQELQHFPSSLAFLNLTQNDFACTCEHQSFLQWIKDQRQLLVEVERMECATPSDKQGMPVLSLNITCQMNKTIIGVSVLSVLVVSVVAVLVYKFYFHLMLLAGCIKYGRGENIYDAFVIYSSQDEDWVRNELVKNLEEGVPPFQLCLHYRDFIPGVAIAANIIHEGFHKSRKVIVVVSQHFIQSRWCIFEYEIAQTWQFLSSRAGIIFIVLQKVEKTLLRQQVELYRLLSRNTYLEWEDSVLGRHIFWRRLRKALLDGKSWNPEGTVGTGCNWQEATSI
Target sequence (Q99836 whole entry, looked up): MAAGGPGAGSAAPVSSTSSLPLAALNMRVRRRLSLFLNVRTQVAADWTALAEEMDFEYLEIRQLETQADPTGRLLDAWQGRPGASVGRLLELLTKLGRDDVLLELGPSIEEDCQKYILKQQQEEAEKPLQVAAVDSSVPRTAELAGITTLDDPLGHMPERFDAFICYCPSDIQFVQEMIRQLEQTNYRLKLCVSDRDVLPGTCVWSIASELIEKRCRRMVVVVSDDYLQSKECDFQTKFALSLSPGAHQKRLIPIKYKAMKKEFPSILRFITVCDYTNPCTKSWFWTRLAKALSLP
Lmaj promast – reduces viability of Leishmania major promastigotes; resazurin fluorescence viability; inhibition, % at 10 µM; 200,000 compounds, 9% hits; in the data active means inhibition above about 50%;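 further: promastigotes grown with compound for 44 hours at 28 °C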
bIAP inh – intestinal alkaline phosphatase (bovine) inhibition; purified bovine IAP, CDP-star luminescence, 30 min; 190,000 tested, under 10 active; inhibition, % at 20 µM;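 active means over 50% inhibition of intestinal alkaline phosphatase at 20 µM in the single-dose screen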
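Assay system: bovine IAP enzyme; medium: DEA buffer 100 mM, pH 9.8, with MgCl2 1.0 mM, ZnCl2 0.02 mM; doses: 20 µM single dose; incubation: enzyme reaction for 30 min at room temperature; detection: CDP-star luminescence signal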
S1P3 antag – antagonists of human S1P3 receptor; Q99500; CHO S1P3 NFAT-BLA reporter, FRET fluorescence, antagonist mode; inhibition, % at 4.98 µM; AID 485; 170,000 compounds, 0.27% hits;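 active means inhibition above the plate cutoff, the mean inhibition of test wells on that plate plus 3 SD, cut at about 28% in these data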;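 further: cells challenged with S1P at its EC80 of 0.8 µM; blue over green emission ratio from cleaved BLA substrate after 4 h stimulation; 0% = S1P-stimulated wells and 100% = unstimulated DMSO-only wells; some compounds past the cut are filed as inactive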
Redox H2O2 prof – compounds producing H2O2 with reducing agent – biochemical, NIH compound library profiling, artefact control for MLSCN library redox annotation, primary screen; DTT-dependent redox cycling H2O2, phenol red/HRP absorbance; 100% = 100 µM peroxide control, 0% = buffer; activation, % at 10 µM; 200,000 compounds, 0.03% hits; AID 878;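 active means activation of at least 50% relative to the plate's high and low controls in the primary single-dose screen; inactive means activation below 50%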;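 further: compound incubated with DTT at 0.8 mM final as the reducing agent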
bIAP act – increases bovine intestinal alkaline phosphatase activity; AID 1016; 200,000 compounds, 0.17% hits; purified bovine IAP, CDP-star luminescence, 30 min; hits give high values; fold of DMSO-control signal, blank-subtracted; activation factor at 20 µM;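 active means activation factor of 2 or more at 20 µM, a signal rise over negative controls twice the positive control's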
PPARg SRC1 recr – PPARgamma-driven SRC-1 recruitment agonism; 200,000 compounds, 0.41% hits; P37231; activation, % at 8 µM; PPARgamma-SRC-1 coactivator recruitment biochemical assay; in the data active means activation above about 19%;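 further: 0% = DMSO and 100% = reference agonist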
PPARg SRC3 recr – promotes SRC-3 coactivator recruitment by human PPARgamma; biochemical PPARgamma/SRC-3 coactivator recruitment assay; activation, % at 8 µM; 200,000 compounds, 0.26% hits; in the data active means activation above about 23%;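 further: 0% = DMSO and 100% = reference agonist; some compounds past the cut are filed as inactive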
SRC2 TRFRET art – flags TR-FRET format artefacts in PPARgamma SRC-2 recruitment agonist screen | TR-FRET artefact counter-screen; hits give high values | TR-FRET ratio at 8 µM | 200,000 compounds, 0.4% hits; in the data active means TR-FRET ratio above about 2000; further: inactives centre near 1500; reference of the scale not given here
Active calls of the source: *.

For O=c1c(Cl)nc2cc(Cl)ccc2n1CCNc1ncc(C(F)(F)F)cc1Cl the results were PPARg SRC-2 ag 2.5, TLR4 MyD88 comp 9.9, Lmaj promast 100.7*, bIAP inh 9.0, Redox H2O2 prof 1.8, bIAP act 0.9, PPARg SRC1 recr 32.3*, PPARg SRC3 recr -5.9 and SRC2 TRFRET art 1553.
For Cc1ccc(CCNC(=O)C23C[C@H]4C[C@@H](C2)CC(n2nnc(C)n2)(C4)C3)cc1 the results were ROMK primary 0.0521, PPARg SRC-2 ag 6.0, TLR4 MyD88 comp 8.3, Lmaj promast 0.0, bIAP inh 1.7, S1P3 antag -10.4, Redox H2O2 prof -0.5, bIAP act 1, PPARg SRC1 recr -0.8, PPARg SRC3 recr -4.3 and SRC2 TRFRET art 1485.
For O=C(NC(=S)NCc1ccccc1)C1CCCCC1 the results were PPARg SRC-2 ag 10.9, TLR4 MyD88 comp 0.1, Lmaj promast 14.8, bIAP inh 5.5, Redox H2O2 prof -7.3, bIAP act 0.9, PPARg SRC1 recr 10.8, PPARg SRC3 recr -6.1 and SRC2 TRFRET art 1245.
Screening COc1cc2c(cc1OC)C1Cc3ccc(OC)c(OC)c3CN1CC2 (stereo not given) returned PPARg SRC-2 ag -2.9, TLR4 MyD88 comp 2.1, Lmaj promast 94.8*, bIAP inh -4.3, S1P3 antag -7.3, Redox H2O2 prof 1.7, bIAP act 1, PPARg SRC1 recr 5.6, PPARg SRC3 recr -4.8 and SRC2 TRFRET art 1379.
For O=C(/C=C/c1ccc(Cl)cc1Cl)NCCN1CCOCC1 the results were PPARg SRC-2 ag -2.1, TLR4 MyD88 comp -2.9, Lmaj promast 71.0*, bIAP inh 5.3, Redox H2O2 prof -3.7, bIAP act 0.9, PPARg SRC1 recr -5.1, PPARg SRC3 recr -13.1 and SRC2 TRFRET art 1404.
O=C(NCc1cccnc1)c1ccc(Cn2cc(C(F)(F)F)ccc2=O)cc1 was read as ROMK primary -0.0332, PPARg SRC-2 ag 0.8, TLR4 MyD88 comp -16.2, Lmaj promast -4.6, bIAP inh -6.8, S1P3 antag 8.1, Redox H2O2 prof -1.8, bIAP act 1.1, PPARg SRC1 recr -2.7, PPARg SRC3 recr -0.6 and SRC2 TRFRET art 1460.
`Cc1cccc(C)c1NC(=S)Nc1ccccc1C(=O)NCc1ccco1` gave ROMK primary 0.347, PPARg SRC-2 ag 1.3, TLR4 MyD88 comp 5.6, Lmaj promast 3.5, bIAP inh 11.2, S1P3 antag -8.7, Redox H2O2 prof 0.1, bIAP act 0.9, PPARg SRC1 recr 3.1, PPARg SRC3 recr 2.3 and SRC2 TRFRET art 1501.
Cc1nnc(NC(=O)c2ccccc2Oc2ccccc2)s1 was read as ROMK primary -0.28, PPARg SRC-2 ag -5.7, TLR4 MyD88 comp 13.2, Lmaj promast -2.3, bIAP inh -2.2, S1P3 antag -6.6, Redox H2O2 prof 0.3, bIAP act 1, PPARg SRC1 recr -4.8, PPARg SRC3 recr 0.4 and SRC2 TRFRET art 1532.
Screening Cc1cc2oc(=O)cc(CSc3nc(N)cc(N)n3)c2cc1C(C)C returned ROMK primary -0.387, PPARg SRC-2 ag 8.7, TLR4 MyD88 comp 1.2, Lmaj promast 46.7, bIAP inh 11.6, Redox H2O2 prof 0.1, bIAP act 0.9, PPARg SRC1 recr 0.0, PPARg SRC3 recr 6.5 and SRC2 TRFRET art 1471.
`O=C(NCCc1ccc(Cl)cc1)C1CCN(c2ncccn2)CC1` gave ROMK primary -0.025, PPARg SRC-2 ag 2.5, TLR4 MyD88 comp -8.8, Lmaj promast -6.0, bIAP inh -4.6, S1P3 antag 11.8, Redox H2O2 prof -0.5, bIAP act 1, PPARg SRC1 recr 0.2, PPARg SRC3 recr -0.5 and SRC2 TRFRET art 1621.
Screening Cc1ccc(S(=O)(=O)NCCCCCC(=O)Nc2c(C)n(C)n(-c3ccccc3)c2=O)cc1 returned ROMK primary 0.0289, PPARg SRC-2 ag 8.7, TLR4 MyD88 comp -5.8, Lmaj promast 4.6, bIAP inh -9.8, S1P3 antag -22.6, Redox H2O2 prof -0.7, bIAP act 1.1, PPARg SRC1 recr 2.8, PPARg SRC3 recr -3.0 and SRC2 TRFRET art 1622.
Cn1c(SCC(=O)NCC2CCCO2)nc2c([nH]c3ccccc32)c1=O (stereo not given) was read as ROMK primary 0.923, PPARg SRC-2 ag -7.3, TLR4 MyD88 comp -9.2, Lmaj promast 4.0, bIAP inh 15.5, Redox H2O2 prof 2.4, bIAP act 0.8, PPARg SRC1 recr -4.4, PPARg SRC3 recr -6.8 and SRC2 TRFRET art 1615.

Among those listed so far, two contain fluorine.
For O=c1c(Cl)nc2cc(Cl)ccc2n1CCNc1ncc(C(F)(F)F)cc1Cl the results were PPARg SRC-2 ag 2.5, TLR4 MyD88 comp 9.9, Lmaj promast 100.7*, bIAP inh 9.0, Redox H2O2 prof 1.8, bIAP act 0.9, PPARg SRC1 recr 32.3*, PPARg SRC3 recr -5.9 and SRC2 TRFRET art 1553.
O=C(NCc1cccnc1)c1ccc(Cn2cc(C(F)(F)F)ccc2=O)cc1 was read as ROMK primary -0.0332, PPARg SRC-2 ag 0.8, TLR4 MyD88 comp -16.2, Lmaj promast -4.6, bIAP inh -6.8, S1P3 antag 8.1, Redox H2O2 prof -1.8, bIAP act 1.1, PPARg SRC1 recr -2.7, PPARg SRC3 recr -0.6 and SRC2 TRFRET art 1460.

The list goes on.
`CCCNC(=O)Nc1nccs1` gave ROMK primary 1.69*, PPARg SRC-2 ag 2.4, TLR4 MyD88 comp -1.0, Lmaj promast 2.4, bIAP inh 4.8, Redox H2O2 prof -0.1, bIAP act 1, PPARg SRC1 recr -9.8, PPARg SRC3 recr -8.3 and SRC2 TRFRET art 1523.
Screening O=C(CSc1nnc(NC(=O)c2ccccc2Cl)s1)Nc1ccc2c(c1)oc1ccccc12 returned ROMK primary 0.299, PPARg SRC-2 ag -3.2, TLR4 MyD88 comp 2.5, Lmaj promast 49.9, bIAP inh 1.2, S1P3 antag 2.3, Redox H2O2 prof 0.5, bIAP act 1, PPARg SRC1 recr -6.5, PPARg SRC3 recr 1.1 and SRC2 TRFRET art 1531.
For CCOC(=O)NC(Nc1cc(C)ccn1)(C(F)(F)F)C(F)(F)F the results were ROMK primary 1.01, PPARg SRC-2 ag -2.5, TLR4 MyD88 comp -1.6, Lmaj promast -1.6, bIAP inh 8.3, S1P3 antag -14.0, Redox H2O2 prof 1.6, bIAP act 0.9, PPARg SRC1 recr 4.5, PPARg SRC3 recr 6.6 and SRC2 TRFRET art 1514.
Screening Cc1cccc(N/C(N)=N/c2nc(C)cc(C)n2)c1 returned PPARg SRC-2 ag -7.7, TLR4 MyD88 comp 14.4, Lmaj promast 14.4, bIAP inh -7.0, Redox H2O2 prof 1.5, bIAP act 1.1, PPARg SRC1 recr -5.7, PPARg SRC3 recr -9.0 and SRC2 TRFRET art 1559.
CN1CCC(OC(=O)COc2ccccc2)CC1 was read as PPARg SRC-2 ag -8.1, TLR4 MyD88 comp -5.9, Lmaj promast -0.6, bIAP inh -1.9, Redox H2O2 prof 2.2, bIAP act 1, PPARg SRC1 recr -1.2, PPARg SRC3 recr -2.2 and SRC2 TRFRET art 1321.
For CCCCNC(=O)COC(=O)c1ccc(Cl)c(S(=O)(=O)N2CCCC2)c1 the results were ROMK primary -1.15, PPARg SRC-2 ag 5.9, TLR4 MyD88 comp -11.1, Lmaj promast -4.5, bIAP inh -12.6, Redox H2O2 prof 1.2, bIAP act 1.1, PPARg SRC1 recr 4.6, PPARg SRC3 recr -2.2 and SRC2 TRFRET art 1530.
COc1ccc(NC(=O)c2cccc(OC(F)F)c2)cc1Cl was read as ROMK primary 0.145, PPARg SRC-2 ag 7.6, TLR4 MyD88 comp -5.6, Lmaj promast 3.0, bIAP inh 35.2, Redox H2O2 prof -0.1, bIAP act 0.6, PPARg SRC1 recr 9.0, PPARg SRC3 recr 16.0 and SRC2 TRFRET art 1691.
For COc1ccc(-n2c(C)cc(C(=O)CCl)c2C)cc1 the results were ROMK primary -0.341, PPARg SRC-2 ag 9.4, TLR4 MyD88 comp 17.6, Lmaj promast 100.6*, bIAP inh 8.4, S1P3 antag 11.7, Redox H2O2 prof -0.3, bIAP act 0.9, PPARg SRC1 recr -1.4, PPARg SRC3 recr 4.0 and SRC2 TRFRET art 1560.
For c1ccc(N2CCOCCOCCOCCOCCOCC2)cc1 the results were ROMK primary -6.68*, PPARg SRC-2 ag 2.8, TLR4 MyD88 comp -6.2, Lmaj promast -6.7, bIAP inh -8.2, S1P3 antag -2.8, Redox H2O2 prof -0.3, bIAP act 1.1, PPARg SRC1 recr -1.4, PPARg SRC3 recr 6.3 and SRC2 TRFRET art 1311.
Screening O=C(c1ccco1)N1CCCN(Cc2cn[nH]c2-c2ccc(-c3ccccc3)cc2)CC1 returned PPARg SRC-2 ag -3.8, TLR4 MyD88 comp -5.7, Lmaj promast 39.9, bIAP inh -15.4, S1P3 antag -6.7, Redox H2O2 prof -0.9, bIAP act 1.2, PPARg SRC1 recr 0.4, PPARg SRC3 recr -4.4 and SRC2 TRFRET art 1401.
Screening CC1(C)NC(=O)N(CC(=O)Nc2nc(-c3ccc(F)cc3)cs2)C1=O returned ROMK primary -1.6, PPARg SRC-2 ag -0.3, TLR4 MyD88 comp -10.1, Lmaj promast -17.2, bIAP inh 5.9, Redox H2O2 prof 0.4, bIAP act 0.9, PPARg SRC1 recr 3.8, PPARg SRC3 recr 1.7 and SRC2 TRFRET art 1627.
Screening Cc1ccc(NC(=O)[C@@H]2CCCN2S(=O)(=O)c2ccccc2C(F)(F)F)cc1S(=O)(=O)N1CCOCC1 returned ROMK primary -0.463, PPARg SRC-2 ag -10.0, TLR4 MyD88 comp -9.2, Lmaj promast 97.9*, bIAP inh -2.7, S1P3 antag -8.7, Redox H2O2 prof -0.5, bIAP act 1, PPARg SRC1 recr -2.0, PPARg SRC3 recr -0.1 and SRC2 TRFRET art 1599.
For Cc1ccc(NC(=O)NC2CCN(CC(=O)Nc3nccs3)CC2)cc1 the results were ROMK primary -0.437, PPARg SRC-2 ag -2.7, TLR4 MyD88 comp -10.3, Lmaj promast 0.9, bIAP inh -0.4, S1P3 antag -21.6, Redox H2O2 prof 2.1, bIAP act 1, PPARg SRC1 recr 6.7, PPARg SRC3 recr 5.7 and SRC2 TRFRET art 1568.
Screening COc1ccc(NC(=S)NC(NC(=O)c2ccccc2Cl)C(Cl)(Cl)Cl)c([N+](=O)[O-])c1 (stereo not given) returned PPARg SRC-2 ag 3.4, TLR4 MyD88 comp -3.6, Lmaj promast 20.4, bIAP inh 19.4, Redox H2O2 prof -1.0, bIAP act 0.8, PPARg SRC1 recr 3.8, PPARg SRC3 recr 6.6 and SRC2 TRFRET art 1390.
CC(C)(C)c1ccc(C(=O)CC(=O)c2cc(Cl)ccc2O)cc1 was read as ROMK primary 0.0181, PPARg SRC-2 ag -1.3, TLR4 MyD88 comp 20.9, Lmaj promast 99.1*, bIAP inh 0.6, Redox H2O2 prof 0.5, bIAP act 1, PPARg SRC1 recr -5.3, PPARg SRC3 recr 2.7 and SRC2 TRFRET art 1423.

No enrichment for hits (roughly 11% active in at least one column).
